HCV inh = qHTS Assay for Inhibitors of Hepatitis C Virus (HCV); Huh7.5.1 HCVcc-Cre infection, luciferase reporter, 44 h; Potency, µM (doses to about 41.8 µM), inactives show at the top dose activity change, negative = inhibition, usual class: inhibitors; 3.4% of 340,000 active; AID 651820, 2012; also: potency is read from the fitted curve at half-maximal effect
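1,000 cells/well; 4 h culture; + compound; + HCVcc-Cre (~0.5 moi); 44 h; luciferase substrate, RT 15 min; read 15 sec.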
AmpC detergent = qHTS Inhibitors of AmpC Beta-Lactamase (assay with detergent) | P00811 | AmpC hydrolysis of nitrocefin, absorbance 480 nm, 0.01% Triton | Potency, µM (highest dose often 114 µM), without a hit: at the top dose activity change, negative = inhibition, most hits filed as inhibitors | 0.041% of 370,000 active | AID 485294, 2010;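 also: potency is read from the fitted curve at half-maximal effect; 0% = no-compound wells and -100% = no-enzyme wells; nearly all actives have a fitted effect of over 25% in size; some results filed as inactive show a strong effect at the top dose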
Target sequence (P00811 whole entry, looked up): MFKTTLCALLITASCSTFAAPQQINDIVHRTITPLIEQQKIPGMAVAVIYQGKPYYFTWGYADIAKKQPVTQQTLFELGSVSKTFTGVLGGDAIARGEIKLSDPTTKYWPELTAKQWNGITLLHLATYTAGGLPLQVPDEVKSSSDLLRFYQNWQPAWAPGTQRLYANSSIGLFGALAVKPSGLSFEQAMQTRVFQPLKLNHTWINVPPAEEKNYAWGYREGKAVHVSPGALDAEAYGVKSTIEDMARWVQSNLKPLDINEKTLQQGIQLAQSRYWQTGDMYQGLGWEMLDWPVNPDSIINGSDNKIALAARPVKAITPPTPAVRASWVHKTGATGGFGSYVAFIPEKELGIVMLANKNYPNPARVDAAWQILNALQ
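AmpC (5.3 nM in the dispensed reagent) in 20 mM phosphate pH 7.0 with 0.01% (detergent screen) or 0.0001% Triton X-100 was preincubated with compounds for 15 min at room temperature. Nitrocefin was then added from an 800 uM solution, and hydrolysis was followed at 480 nm.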
AMA1-RON2 inh = qHTS for Inhibitors of AMA1-RON; Towards Development of Antimalarial Drug Lead: Primary Screen; Plasmodium falciparum AMA1 (3D7) - RON2 peptide interaction; Potency, µM (titrated, usually from 58.2 µM), for inactives: at the top dose activity change, negative = inhibition, actives largely listed as inhibitors; 0.2% of 360,000 active; AlphaScreen AMA1-biotinylated RON2 peptide binding; AID 720542, 2013;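 also: potency is read from the fitted curve at half-maximal effect; 0% = vehicle wells and -100% = peptide control; nearly all actives have a fitted effect of over 45% in size; some results filed as inactive show a strong effect at the top dose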
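AMA1 (3D7) with his tag at 25 nM final met compounds first, then biotinylated RON2 peptide at 25 nM; detection used donor plus acceptor beads, 10 µg/mL apiece, read by AlphaScreen after 30 min at room temperature.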
Sm TGR block = qHTS Assay for the Inhibitors of Schistosoma Mansoni Peroxiredoxins; Potency, µM (highest dose often 114 µM), for inactives: at the highest dose activity change, negative = inhibition, hits mostly inhibitors; 3% of 360,000 active; purified TGR, DTNB reduction, TNB absorbance 405 nm; also: potency is read from the fitted curve at half-maximal effect; nearly all actives have a fitted effect of over 60% in size
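TGR 20 nM + NADPH 100 uM (dispensed conc.), cpd preinc 15 min RT; start with NADPH (500 uM addition) then DTNB (15 mM addition). Kinetic TNB absorbance, 405 nm filter. Four-parameter Hill fit across titration.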
HCMV inh = qHTS Assay for inhibitors of the human cytomegalovirus (HCMV) | HFF cells, HCMV-luciferase reporter, 72 h; stronger effect = lower value | 4.5% of 410,000 active | activity change, negative = inhibition, % at 57.5 µM | AID 1259415, 2018; in the data active = activity change below about -60%; inconclusive = no clear call, values can overlap the other calls; inactive = above about -39%
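Screen run at 2 compound doses on HFFs infected with reporter HCMV, MOI 1 PFU/cell. Luciferase activity from cell lysates at 72 h post infection gave inhibition relative to buffer-only and Salinomycin wells.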
Giardia FBPA inh = qHTS Assay for Inhibitors of Fructose-1,6-bisphosphate Aldolase from Giardia Lamblia. Potency, µM (top dose mostly 59.6 µM), for inactives: top-dose activity, negative = inhibition, actives largely listed as inhibitors. purified Giardia FBPA. A8B2U2. 0.71% of 290,000 active; also: potency is read from the fitted curve at half-maximal effect; nearly all actives have a fitted effect of over 55% in size
Target sequence (A8B2U2 whole entry, looked up): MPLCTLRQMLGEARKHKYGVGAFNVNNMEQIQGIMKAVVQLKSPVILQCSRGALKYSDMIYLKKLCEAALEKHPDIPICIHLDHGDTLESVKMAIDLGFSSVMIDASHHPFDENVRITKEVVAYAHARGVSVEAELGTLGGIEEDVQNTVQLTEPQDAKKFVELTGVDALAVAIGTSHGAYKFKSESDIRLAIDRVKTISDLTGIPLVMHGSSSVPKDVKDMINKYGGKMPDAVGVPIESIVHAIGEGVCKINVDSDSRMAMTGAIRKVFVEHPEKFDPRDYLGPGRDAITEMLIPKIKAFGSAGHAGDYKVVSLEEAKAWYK
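40 nM FBPA preincubated 10 min at RT with compound (up to 57.5 uM final), then substrate plus GAPDH/TPI/NAD/arsenate coupling and diaphorase/resazurin added. Fluorescence read after 20 min at RT, 525/598 nm.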
Numbers without * were called inactive; ? = inconclusive; / = no result given; & = joins results of further samples; [ ] = remark or other dose. Unless noted, calls follow the shape of the dose curve; as a rule, active = well fitted curve in the direction sought with a large enough effect; inconclusive = small, poorly fitted or top-dose-only effect, or another doubt; inactive = no such curve, though single readings can be large; an effect the other way counts as inactive or inconclusive. Unless noted, % is scaled to controls: 0 for no effect and ±100 for the full control effect.

structure	HCV inh	AmpC detergent	AMA1-RON2 inh	Sm TGR block	HCMV inh	Giardia FBPA inh
CC(=O)Nc1ccc(S(=O)(=O)N2CCSc3ccccc32)cc1	?	/	-2.7%	/	-9.5	/
CN1C[C@@H]2C(c3ccc(Cl)nc3)C3(c4ccccc4)CC2(C3)[C@H]1c1ccccc1 (stereo partly specified)	-13.3%	-0.4%	-21.5%	?	-12.5	0.8%&2.9%
O=C(CSc1nnc(COc2ccc(Br)cc2)o1)NC1CCCCC1	21.7%	-0.6%	2.1%	4.4%	-24.8	/
CCOC(=O)c1[nH]c(C)c(C(=O)NCCC2=CCCCC2)c1C	-18.1%	?	-3.4%	0.8%	0.8	6.1%
COc1cc(/C=C/C(=O)Nc2ccc(OC)c(S(=O)(=O)N3CCOCC3)c2)ccc1OC(F)F	0.251µM*	/	-1.3%[11.6 µM]	/	-85.9*	/
Cn1nc(C(=O)OCC(=O)NC2CCS(=O)(=O)C2)c2ccccc2c1=O (stereo unspecified)	10.5%	0.0%	-5.8%	-5.3%	-9.2	7.2%
COC(=O)CCNC(=O)c1ccc2nc(Cc3ccc(OC)cc3)oc2c1	26.7%	/	-9.2%	/	35.1	/
N#CC1=C(N)Oc2cc3ccccc3cc2C1c1cccnc1 (stereo unspecified)	?	1.4%	-5.5%	?	17.4	-17.5%
CCOc1ccc(S(=O)(=O)N2CCCC(C(=O)N3CCOCC3)C2)cc1Cl (stereo unspecified)	1.9%	1.2%	-6.5%	6.2%	-3.5	5.3%
O=S(=O)(NCc1ccccc1)c1ccc(S(=O)(=O)N2CCCC2)cc1	3.0%	-7.0%	26.3%	-0.6%	-36.2	-0.6%
COc1cc(/C=N/NC(N)=O)ccc1OC(=O)c1ccco1	-3.3%	-6.4%	20.0%	-5.8%	54.8	4.6%
O=C(Nc1ccc2c(c1)OCCO2)C1CCCN1C(=O)Nc1ccccc1 (stereo unspecified)	20.6%	6.3%	0.3%	1.0%	-4.1	4.9%
O=C(COC(=O)c1oc2ccccc2c1COc1ccccc1)NCCN1C(=O)CSC1=O	4.9%	-1.0%	-7.0%	4.1%	44.3	-7.5%
COCCNC(=S)Nc1ccccc1Cc1ccccc1	-1.9%	-2.4%	-2.2%	1.2%	?	-2.6%
CC(=O)N1CCc2cc(Br)cc(S(=O)(=O)NCc3ccccn3)c21	-1.8%	1.4%	54.1%[activator]	?	-13.2	-5.3%
CCC(=O)N1CCc2cc(S(=O)(=O)Nc3ccccc3C)ccc21	-2.7%	1.0%	24.5%	-4.8%	3.2	6.6%
O=C(Cn1ncn2cccc2c1=O)N1CCCCC1	17.1%	?	4.4%	12.4%	-17.6	6.3%
COc1cccc(NP2(=O)OCC(C)([N+](=O)[O-])CO2)c1 (stereo unspecified)	22.1%	/	-11.1%	/	13.0	/
Cc1nn2c(N)c(C#N)cnc2c1-c1ccc(Cl)cc1	-18.9%	-6.6%	17.4%	-13.0%	-5.6	-2.0%
CCc1nnc(SCc2nc(-c3cccc(C)c3)oc2C)c2cc3sc(C)cc3n12	/	14.3%	/	20.7%	22.7	/
Cc1ccc(Cl)cc1NC(=O)c1ccccn1	?	-0.6%	54.0%[activator]	6.1%	-24.0	-7.3%
CCC(=O)NC(c1cccs1)c1ccc2cccnc2c1O (stereo unspecified)	3.55µM*	3.0%	-79.4%	0.4%	-100.8*	6.7%
CCn1nc(C)c(NC(=O)c2cc(Br)ccc2Cl)c1C	-4.4%	-12.5%	0.0%	2.3%	-14.7	6.7%
O=C(c1ccc(NS(=O)(=O)c2cccs2)cc1)N1CCCCC1	2.82µM*	?	0.0%	0.5%	12.8	-0.2%
O=C(CN1CCN(c2ccccc2)CC1)Nc1ccc(OCc2ccccc2)cc1	11.2µM*	-10.8%	-15.4%	5.1%	/	-0.2%
Cc1ccc(C(=O)NCC2CCCO2)o1 (stereo unspecified)	1.4%	-8.0%	0.0%	-30.4%	4.4	-0.6%
COc1cc(NC(=O)c2cc(S(=O)(=O)N3CCc4ccccc43)cn2C)cc(OC)c1OC	-17.1%	-0.1%&24.1%	-6.3%	-2.2%&0.1%	34.8	/
CC(C)(C)C(=O)CSc1ncnc2sc3c(c12)CCC3	?	-7.1%	12.0%	-3.1%	8.1	1.0%
Cc1nn(CC2CC2)c(=O)n1-c1ccc(Cl)cc1	-9.6%	-2.2%	-1.3%	-5.6%	6.6	4.8%
CC1CC(C)CN(CCCNC(=O)CCC(=O)N2CCOc3ccccc32)C1 (stereo unspecified)	2.3%	-14.5%	8.8%	-2.5%	-64.6*	3.5%
CC1=C(C(=O)Nc2ccccn2)C(c2ccccc2Cl)NC(=S)N1 (stereo unspecified)	11.8%	-7.8%	2.3%	-0.1%	33.7	-3.4%
COc1ccc(C(=O)O)cc1S(=O)(=O)NCCN(C)C	-22.9%	5.7%	7.7%	7.1%	-4.9	-4.1%
O=C(NCC1CCCO1)C1CC(=O)N(c2ccccc2)C1 (stereo unspecified)	13.7%	-1.0%	9.6%	3.3%	?	-3.6%
COc1cccc(/C=N/n2cncn2)c1OCC#N	-0.7%	-5.6%	-17.0%	-6.5%	10.5	-0.7%
Cc1nc(-c2cccc(F)c2)sc1CCNC(=O)C(=O)Nc1ccc2c(c1)OCCO2	/	-5.3%	/	-3.4%	-1.5	/
N#CCSc1ccc(-c2nc3ccccc3[nH]2)cn1	-19.8%	-3.2%	9.9%	-1.5%[57.1 µM]	-21.5	-11.6%
Cc1cc(C)nc(NC(=O)/C=C/c2ccccc2Cl)n1	-29.6%	-8.8%	6.1%	5.7%	9.8	10.2%
CC(=O)Nc1cccc(NC(=O)CSc2nc3c(c(=O)n(C)c(=O)n3C)n2C)c1	-11.6%	3.8%	17.9%	2.1%	13.7	5.4%
O=C(Nc1ccc(Cl)cc1Cl)C1=Cc2ccccc2OC1	-3.6%	-13.3%	11.5%	-3.4%	68.8	0.4%
CCS(=O)(=O)c1ccc2c(c1)NC(=O)C(CCCl)O2 (stereo unspecified)	7.5%	8.2%	4.6%	0.8%	-21.0	6.3%
Cc1ccc(N2NC(C)(c3cccs3)NC2=S)cc1 (stereo unspecified)	-6.3%	-0.9%	0.5%	-1.5%	-12.3	-12.1%
NC(=O)CC(NC(=O)Cc1ccc(Cl)cc1)c1ccc(NC2CCCC2)c([N+](=O)[O-])c1 (stereo unspecified)	-1.2%	6.7%	-0.3%	12.5%	-8.2	2.8%
CC1CC(C)CN(S(=O)(=O)N2CCCC(C(=O)NCCc3ccccc3)C2)C1 (stereo unspecified)	3.5%	2.9%	-10.2%	-7.7%	0.0	/
CCOc1ccc(-c2c(C(=O)N/N=C/c3cccs3)nnn2-c2nonc2N)cc1	-4.9%	-4.9%	12.9%	-15.1%	?	/
O=C(CSc1nncn1-c1ccccc1F)NC1CCCCC1	26.6%	?	-7.7%[11.6 µM]	-0.4%	0.0	/
[O-][n+]1c2ccccc2c2n1CCN1CCOC21c1ccc(Cl)cc1 (stereo unspecified)	?	3.4%	-6.1%	2.2%	11.3	/
Cc1c(Cl)cccc1-n1ncc(C(=O)N2CCOCC2)c1C1CCN(C(=O)OC(C)(C)C)CC1	/	19.9%	/	2.5%	8.7	/
c1ccc(Nc2n[nH]nc2-c2ccccc2)cc1	-3.6%	-11.2%	28.2%	9.3%	0.0	3.8%
C=CCn1c(SCC(=O)Nc2sc3c(c2C#N)CCC(C)C3)nc2cc(C(=O)O)ccc2c1=O (stereo unspecified)	0.6%	/	5.1%	/	-4.7	/
O=C(c1cc(S(=O)(=O)N2CCN(c3ccccc3)CC2)ccc1Cl)N1CCCCCCC1	?	-13.5%	-10.3%	-5.3%	?	/
Cc1cc(-c2n[nH]c(=S)n2-c2ccccc2)nn1C	6.2%	-18.5%	-3.2%	-14.3%	48.3	?
COc1ccc(Cl)cc1C(=O)NCCS(=O)(=O)N1CCN(c2ccccc2OC)CC1	/	-4.0%	/	0.2%	-20.0	/
Cc1cc([N+](=O)[O-])ccc1NC(=O)CN1CCN(Cc2ccccc2)CC1	?	?	-2.8%	15.2%	31.4	11.2%
CCC1CCCCN1C(=O)CSc1nc(-c2ccc(OC)cc2)cc(C(F)(F)F)n1 (stereo unspecified)	/	21.0%	/	3.6%	?	/
CCOC(=O)Cc1ccc(NC(=O)N2CCC(CN3CCC(C)CC3)CC2)cc1	/	21.4%	/	0.1%	2.9	/
CC1Cc2ccccc2N1C(=O)CSc1nnnn1-c1ccc2c(c1)OCCO2 (stereo unspecified)	-18.9%	?	-9.0%	10.5%	-25.1	0.3%
Cc1cc(=O)[nH]c(N2CCOCC2)n1	5.2%	-1.4%	6.1%	/	-20.4	-1.2%
CCCc1cc(N2CCCC(C(=O)Nc3c(OC)cccc3OC)C2)n2ncnc2n1 (stereo unspecified)	-41.4%	-13.3%	3.0%	13.3%	-2.2	0.6%[12.9 µM]
S=C1NCCOCCNC(=S)NCCOCCOCCN1	26.6%	4.6%	39.7%[activator]	/	-12.4	-0.1%
O=C(NCc1ccc(Cl)c(Cl)c1)c1ccco1	17.8%	-12.8%	0.0%	0.0%	-0.5	4.5%
COC(=O)c1ccc(CSc2nccn2C)cc1	4.9%	-0.1%	-3.7%	-4.5%	22.8	?

Structural class, those above containing a furan ring, fused or not
structure	HCV inh	AmpC detergent	AMA1-RON2 inh	Sm TGR block	HCMV inh	Giardia FBPA inh
COc1cc(/C=N/NC(N)=O)ccc1OC(=O)c1ccco1	-3.3%	-6.4%	20.0%	-5.8%	54.8	4.6%
O=C(COC(=O)c1oc2ccccc2c1COc1ccccc1)NCCN1C(=O)CSC1=O	4.9%	-1.0%	-7.0%	4.1%	44.3	-7.5%
Cc1ccc(C(=O)NCC2CCCO2)o1 (stereo unspecified)	1.4%	-8.0%	0.0%	-30.4%	4.4	-0.6%
O=C(NCc1ccc(Cl)c(Cl)c1)c1ccco1	17.8%	-12.8%	0.0%	0.0%	-0.5	4.5%
